# KB-V1 MDR tox – KB-V1 MDR subline cytotoxicity. KB-V1 MDR cells viability, CellTiter-Glo, 72 h. actives 3.4% (n = 400,000). Potency, µM (series often up to 46.1 µM), for the others: top-dose activity change, negative = cytotoxicity, most hits filed as cytotoxic. AID 1347076; also: potency is read from the fitted curve at half-maximal effect; % is scaled to controls: 0 for no effect and ±100 for the full control effect; nearly all actives have a fitted effect of over 60% in size
#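 KB-V1, DMEM (no phenol red) + 10% FBS; cpd pin-transferred, titration series; 72 h, 37 degrees C; CellTiter-Glo, luminescence. Data normalized, curve-fit.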
# HT1080 IDH1KD tx – HT-1080 IDH1 knockdown cell toxicity (counter line) | HT-1080 IDH1 knockdown viability, ATP luminescence, 48 h | Potency, µM (doses to about 46.1 µM), for inactives: top-dose activity, negative = toxicity, usual class: cytotoxic | actives 2% (n = 360,000) | AID 686971;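 also: potency is read from the fitted curve at half-maximal effect; 0% = DMSO wells and -100% = cell-free medium wells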
#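 In this qHTS, HT-1080 cells depleted of IDH1 are exposed for 48 h at 37 °C to compound titrations. Toxicity is scored from CellTiter-Glo luminescence, with DMSO as full viability and medium alone as none.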
# D3 ag – D3 dopamine receptor (human) agonism. D3R DiscoveRx beta-arrestin cells, luminescence, 90 min. max activation, %. actives 0.58% (n = 410,000). AID 652048; in the data active = max activation above about 30%; also: 0% is about no effect; mostly tested at two doses, the higher about 12 µM
# Target sequence (P35462 whole entry, looked up): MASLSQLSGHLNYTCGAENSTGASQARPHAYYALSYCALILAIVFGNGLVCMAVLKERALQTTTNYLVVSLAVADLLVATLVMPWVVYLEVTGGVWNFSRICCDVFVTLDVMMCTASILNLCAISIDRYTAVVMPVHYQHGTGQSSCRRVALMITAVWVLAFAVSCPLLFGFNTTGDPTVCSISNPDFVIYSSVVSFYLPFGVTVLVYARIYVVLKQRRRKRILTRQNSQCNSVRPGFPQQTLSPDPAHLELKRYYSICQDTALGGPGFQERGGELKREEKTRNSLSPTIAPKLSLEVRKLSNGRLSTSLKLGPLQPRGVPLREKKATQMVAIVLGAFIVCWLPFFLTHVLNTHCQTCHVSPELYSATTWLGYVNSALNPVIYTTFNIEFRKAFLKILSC
#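 Agonist mode: compounds and dopamine controls were applied to plated cells for 90 min at 37 degrees C after an overnight attachment at 1500 cells/well. Luminescent read-out followed 30 - 60 minutes at room temperature with DiscoveRx detection reagent.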
# KB-3-1 cytotox – KB-3-1 parental cell cytotoxicity. Potency, µM (titrated, usually from 46.1 µM), without a hit: at the top dose activity change, negative = cytotoxic, actives largely listed as cytotoxic. AID 1347075. KB-3-1 viability, CellTiter-Glo ATP luminescence, 72 h. actives 1.4% (n = 400,000); also: potency is read from the fitted curve at half-maximal effect; % is scaled to controls: 0 for no effect and ±100 for the full control effect; nearly all actives have a fitted effect of over 60% in size
#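 Using CellTiter-Glo luminescence, growth of non-resistant KB-3-1 adenocarcinoma cells is assessed 72 h after pin-tool compound addition at 37 °C. Normalized responses across the concentration series yield fitted curves.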
# HT1080NT lethal – kills 2HG-producing HT-1080-NT fibrosarcoma cells; actives 1.6% (n = 360,000); Potency, µM (top dose mostly 46.1 µM), for the others: top-dose activity, negative = less viability, usual class: cytotoxic; HT-1080-NT fibrosarcoma viability, CellTiter-Glo ATP luminescence, 48 h;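 also: NT is the 2HG producing partner of a matched IDH1 knockdown line; potency is read from the fitted curve at half-maximal effect; 0% = DMSO-treated cells and -100% = media-only wells without cells; nearly all actives have a fitted effect of over 55% in size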
#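 Fibrosarcoma NT cells, 750 per well in 5% FBS RPMI, were exposed to compound for 48 hours. Viability: CellTiter-Glo luminescence.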
# GLP-1R agonist – agonists of human GLP-1 receptor | P43220 | HEK293 GLP-1R CRE-luciferase, luminescence, 4-6 h; cells express a hypersensitive GLP-1R form | Potency, µM (titrated, usually from 45.6 µM), inactives show top-dose activation, actives largely listed as activators | actives 0.007% (n = 380,000); also: potency is read from the fitted curve at half-maximal effect; % of control where 0% means no effect
# Target sequence (P43220 whole entry, looked up): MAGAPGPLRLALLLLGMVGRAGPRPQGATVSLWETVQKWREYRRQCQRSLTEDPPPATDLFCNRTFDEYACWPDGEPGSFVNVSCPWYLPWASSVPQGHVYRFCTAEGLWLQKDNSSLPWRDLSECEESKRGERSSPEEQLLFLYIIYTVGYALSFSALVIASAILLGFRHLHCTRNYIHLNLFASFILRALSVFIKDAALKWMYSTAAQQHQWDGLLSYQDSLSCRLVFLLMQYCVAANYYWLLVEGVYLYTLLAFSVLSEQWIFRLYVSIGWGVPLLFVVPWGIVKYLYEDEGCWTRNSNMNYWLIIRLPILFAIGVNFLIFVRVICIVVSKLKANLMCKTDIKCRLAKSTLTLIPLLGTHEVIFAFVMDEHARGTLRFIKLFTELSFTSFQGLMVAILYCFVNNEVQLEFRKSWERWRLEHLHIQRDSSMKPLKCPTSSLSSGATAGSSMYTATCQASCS
# IL-1B inflam inh – inhibitors of inflammasome signaling (IL-1 beta secretion); THP-1 LPS/ATP IL-1B secretion, AlphaLISA, 16 h; stronger effect = lower value; activity change, % at 57.5 µM; actives 4.7% (n = 360,000); in the data active = activity change below about -50%; inconclusive = mostly about -30% to -49%; also: % is scaled to controls: 0 for no effect and ±100 for the full control effect
#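 Secreted IL-1B measured by AlphaLISA bead assay after 16 h compound exposure of THP-1 cells; compounds (final up to 57.5 uM) added 1 h before LPS (250 ng/mL) and ATP (1.25 mM) stimulation; lower signal means less secretion.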
# SW480 rereplic – DNA re-replication induction in SW480 cells; actives 1.8% (n = 340,000); SW480 DNA re-replication, Hoechst DNA content imaging, 48 h; AID 624297; Potency, µM (top dose mostly 46.1 µM), for the others: at the highest dose re-replication activation, usual class: activators; also: potency is read from the fitted curve at half-maximal effect; % of control where 0% means no effect; nearly all actives have a fitted effect of over 55% in size
#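 Image-based read-out: total Hoechst fluorescence of nuclei (405 nm excitation, 500-530 nm emission), with hits raising the fraction of high-intensity nuclei. SW480 colon cells incubated 48 hr with compounds at 37 C.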
# DRD3 antagonist – antagonists of human D3 dopamine receptor. P35462. D3R cells, DiscoveRx beta-arrestin luminescence, antagonist mode; stronger effect = lower value. max response, negative = inhibition, %. actives 2.5% (n = 360,000). AID 652054; in the data active = max response below about -50%; inconclusive = no clear call, values can overlap the other calls; also: % is scaled to controls: 0 for no effect and ±100 for the full control effect; mostly tested at two doses, the higher about 12 µM
#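 Cells expressing the human receptor were seeded at 1500 cells/well, incubated overnight at 37 degrees C in 5% CO2, then exposed to library compounds with dopamine controls for 90 minutes at 37 degrees C before luminescent detection.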
# * hit, by the source's call; ? = inconclusive; . = not tested or not shown; [ ] = remark or other dose. Unless noted, calls follow the shape of the dose curve; as a rule, active = well fitted curve in the direction sought with a large enough effect; inconclusive = small, poorly fitted or top-dose-only effect, or another doubt; inactive = no such curve, though single readings can be large; an effect the other way counts as inactive or inconclusive.
cpd	canonical_smiles	D3 ag	HT1080NT lethal	KB-V1 MDR tox	IL-1B inflam inh	HT1080 IDH1KD tx	KB-3-1 cytotox	SW480 rereplic	DRD3 antagonist	GLP-1R agonist
1	Cc1nnc(NC(=O)c2cccc(NC(=O)C(C)C)c2)s1	0.1	14.6%	18.0%	-12.2	9.4%	18.6%	-7.8%	-7.1	-5.1%
2	CCN(CC)C(=O)c1ccc(-c2nnc(Nc3ccc(O)cc3)c3ccccc23)cc1	2.1	11.1%	17.9%	-10.6	9.7%	0.7%	-2.1%	14.1	9.5%
3	Cc1nn(C)c(C)c1NC(=O)CCl	-4.9	?	0.2%	?	?	11.6µM*	4.7%	-2.7	4.9%
4	O=C(Nc1ccc2c(c1)OCO2)C1CC(c2ccccc2Cl)=NO1 (stereo not drawn)	3.8	-2.9%	-23.8%	?	-7.0%	-5.1%	-1.4%	11.8	0.5%
5	COc1ccc2nc(SCC(N)=O)[nH]c2c1	0.5	1.3%	3.1%	-25.5	1.5%	6.3%	3.9%	-23.4	-6.8%
6	O=[N+]([O-])c1ccc(SCCO)nc1SCCO	-13.5	-3.9%	9.8%	7.2	-18.9%	1.9%	16.8%	-9.0	-0.3%
7	COc1ccc(C(=O)Nn2cnnc2)c(OC)c1	2.2	-0.8%	17.2%	4.0	1.3%	2.0%	-8.1%	-8.1	-10.6%
8	N#C/C(=C\c1ccc(-c2cccc([N+](=O)[O-])c2)o1)C(=O)Nc1nc(-c2cccs2)cs1	0.6	16.8%	0.8%	7.2	6.1%	0.8%	?	6.1	6.5%
9	Cc1nc2ccccc2c(=O)n1/N=C/c1cccnc1	-3.0	0.3%	-11.0%	-9.8	-1.8%	2.2%	5.7%	-13.1	-1.1%
10	COc1ccc(NC(=O)c2cc(Br)ccc2Cl)c(OC)c1	0.7	1.8%	16.4µM*	15.7	-5.2%	-0.6%	-0.9%	-20.1	15.0%
11	Cc1noc(C)c1COC(=O)CCCc1c[nH]c2ccccc12	-1.1	-2.7%	6.5%	0.0	-7.5%	0.0%	0.2%	13.1	4.8%
12	O=C(CSc1nnc(Cc2cccs2)n1-c1ccccc1)NC1CCCCC1	0.9	-1.4%	-17.1%	-5.5	0.1%	22.6%	-2.1%	15.7	-2.8%

# Entries of single compounds from above. Values in the order: D3 ag	HT1080NT lethal	KB-V1 MDR tox	IL-1B inflam inh	HT1080 IDH1KD tx	KB-3-1 cytotox	SW480 rereplic	DRD3 antagonist	GLP-1R agonist
# N#C/C(=C\c1ccc(-c2cccc([N+](=O)[O-])c2)o1)C(=O)Nc1nc(-c2cccs2)cs1 is listed as 0.6	16.8%	0.8%	7.2	6.1%	0.8%	?	6.1	6.5%
# COc1ccc2nc(SCC(N)=O)[nH]c2c1 is listed as 0.5	1.3%	3.1%	-25.5	1.5%	6.3%	3.9%	-23.4	-6.8%
# Cc1nc2ccccc2c(=O)n1/N=C/c1cccnc1 is listed as -3.0	0.3%	-11.0%	-9.8	-1.8%	2.2%	5.7%	-13.1	-1.1%
# Cc1nn(C)c(C)c1NC(=O)CCl is listed as -4.9	?	0.2%	?	?	11.6µM*	4.7%	-2.7	4.9%
# CCN(CC)C(=O)c1ccc(-c2nnc(Nc3ccc(O)cc3)c3ccccc23)cc1 is listed as 2.1	11.1%	17.9%	-10.6	9.7%	0.7%	-2.1%	14.1	9.5%

# (continued)
cpd	canonical_smiles	D3 ag	HT1080NT lethal	KB-V1 MDR tox	IL-1B inflam inh	HT1080 IDH1KD tx	KB-3-1 cytotox	SW480 rereplic	DRD3 antagonist	GLP-1R agonist
13	Cc1c(C#N)c2ncnc(N)c2n1-c1ccccc1	0.9	5.7%	2.9%	14.0	9.1%	12.8%	-0.4%	0.0	-11.9%
14	N#Cc1nc(COc2ccc(Cl)cc2Cl)oc1N1CCN(c2ccccc2)CC1	2.0	-2.3%	-7.9%	-19.4	14.2%	-5.2%	-6.1%	-5.0	-11.7%
15	CCN(CC)c1nc(Nc2ccc(Cl)cc2)nc(OCC#N)n1	-6.1	?	?	?	-29.7%	?	3.5%	2.6	16.8%
16	Cc1ccc(-n2nc3c(N4CCC(C(=O)N5CCC(C(N)=O)CC5)CC4)nnc(C)c3c2C)cc1	2.2	11.5%	14.5%	-7.9	3.8%	1.6%	22.0%	-4.2	-2.8%
17	CN(C)CCN1CCN(C2CN(Cc3ccc(F)cc3)S(=O)(=O)C2)CC1 (stereo not drawn)	-3.8	29.2%	-10.9%	-27.2	4.6%	0.1%	.	5.6	-3.3%
18	CCCCn1c(SCC(=O)NNC(=O)c2ccco2)nnc1-c1ccco1	1.4	-12.4%	3.8%	10.1	0.0%	7.0%	1.1%	4.5	5.7%
19	C=CCN1c2ccccc2[C@]23C[C@@H](C(=O)OC)N(C(=O)c4ccc(Br)cc4)C2=NC(C(=O)OC)=C(C(=O)OC)[C@H]13	-1.6	18.4µM*	-29.8%	36.2	?	?	24.2%	3.2	-1.2%
20	O=C(Nc1cccnc1)C1CCCN(S(=O)(=O)c2ccccc2)C1 (stereo not drawn)	-3.4	1.9%	-20.4%	13.9	1.2%	-12.2%	-0.2%	36.0	3.7%
21	O=Cc1ccc(OCCCOc2cccc3cccnc23)cc1	-5.4	-6.2%	-4.2%	-15.9	-0.5%	-1.0%	-7.4%	-0.8	14.5%
22	CCOC(=O)c1cc(-c2ccccc2)nc2nc(N3CCCCC3)sc12	1.9	7.7%	10.5%	14.6	10.5%	3.9%	4.1%	17.1	4.4%
23	COc1ccc(CNC(=O)CSc2nnc(C)s2)cc1	1.8	-11.2%	-1.8%	8.5	-0.3%	13.3%	-8.0%	-10.3	-2.9%
24	CN1CC(c2ccccc2)C(c2ccc(Cl)cc2)=N1 (stereo not drawn)	-11.2	2.6%	-23.9%	-9.0	-4.5%	-1.5%	-6.1%	-13.2	3.7%
25	COc1ccc2c(CN3CCCC3)cc(=O)oc2c1	-9.7	11.2%	3.5%	-1.6	17.2%	0.0%	.	5.0	5.2%
26	O=C(O)CSc1ncnc2sc3c(c12)CCC3	1.1	2.6%	2.6%	4.2	3.0%	-3.3%	-1.3%	12.1	-6.9%
27	CCCCn1nc(NC(=O)CC)c2cc3cc(OC)ccc3nc21	4.3	11.9%	0.6%	10.9	6.9%	5.5%	20.6µM*	0.9	-1.8%
28	Nc1c(Br)c(=O)[nH]c(=O)n1-c1ccc(F)cc1	3.9	5.7%	-1.8%	1.6	-2.3%	8.4%	3.2%	6.5	4.2%
29	COc1cccc(CNC(=O)CCC2CCCN(C(=O)C3=CC(=O)CC(C)(C)O3)C2)c1 (stereo not drawn)	-0.8	-1.7%	26.4%	1.1	-4.3%	0.0%	-3.3%	10.0	3.5%
30	CCN(CC)S(=O)(=O)c1c(OC)cc(C)c(Cl)c1C	-2.2	-2.5%	-17.3%	24.7	-2.2%	-18.4%	1.16µM*	-8.4	-5.0%
31	CC1(C)CC(N=Cc2c(O)n(Cc3ccc4c(c3)OCO4)c(=O)c3ccccc23)CC(C)(C)N1	-5.7	18.4µM*	-14.0%	-106.7*	7.31µM*	-0.8%	?	?	10.1%
32	CCN(CC(=O)Nc1c(F)cccc1F)C(=O)CCN1C(=O)c2cccc([N+](=O)[O-])c2C1=O	-4.0	10.8%	6.8%	-9.9	13.2%	-25.3%	-7.4%	7.8	-4.4%
33	O=C(OCC(=O)C12CC3CC(CC(C3)C1)C2)c1ccc(CO)cc1	-6.4	-1.8%[9.24 µM]	0.0%	41.3	-3.2%	6.9%	-6.8%	5.4	17.8%
34	Cc1cc(OCC(=O)NCC(c2cccs2)N2CCOCC2)ccc1C(C)C (stereo not drawn)	2.7	-18.6%	-12.1%	-57.3*	-13.3%	-10.5%	-76.5%[inhibitor]	0.0	19.5%
35	CCC(CC)c1nnc(NC(=O)CCCN2C(=O)c3ccccc3C2=O)s1	0.6	9.6%	-4.0%	-1.2	7.5%	5.5%	4.4%[9.22 µM]	11.3	-1.5%
36	COCCNCCOc1ccc(C)cc1[N+](=O)[O-]	-10.6	4.1%	10.6%	2.9	15.4%	4.9%	-4.0%	-27.1	1.6%
37	Fc1cccc(Cl)c1CSc1nnnn1-c1ccc2c(c1)OCO2	-11.4	-12.3%	-3.5%	7.4	-19.9%	-4.7%	13.8%	-21.8	13.8%
38	CC1CN(C(=O)COC(=O)[C@@H]2CC(O)CN2S(=O)(=O)c2ccc3c(c2)OCCO3)CC(C)O1 (stereo partly drawn)	-2.4	18.7%	2.0%	-12.6	19.7%	5.6%	-1.1%	9.0	-3.1%
39	O=C(N=C1N=C2C=CC=CN2Cc2ccccc21)c1ccc(S(=O)(=O)N2CCCC2)cc1	-17.1	-1.1%	-5.9%	-11.5	-14.2%	-12.8%	-2.1%	-13.5	8.2%
40	CN(CCNC(=O)C1(O)c2ccccc2NC(=O)N1c1ccccc1)Cc1ccccc1 (stereo not drawn)	-3.2	8.5%	6.5%	3.4	7.2%	3.1%	-5.7%	?	-1.6%
41	CS(=O)(=O)N(CC(=O)N1CCc2ccccc2C1)c1ccc(Cl)cc1F	12.4	3.6%	-6.2%	-9.2	4.4%	-0.5%	2.4%	-9.2	24.1%
42	O=C(C=C(O)c1ccc(Cl)cc1)C(=O)NNC(=O)C(O)(c1ccccc1)c1ccccc1	-0.3	?	18.6%	-4.5	-11.7%	27.7%	17.8%	-7.9	0.8%
43	Cc1ccc(C)c(N(C(=O)CNC(=O)c2ccco2)C(C(=O)NC2CCCCC2)c2ccncc2)c1 (stereo not drawn)	0.5	-2.9%	6.3%	-2.1	-1.4%	-6.6%	-2.9%	-7.1	-0.2%
